KKLEB tox: CF airway cell cytotoxicity counter-screen; KKLEB CF airway cells viability, ATPlite luminescence, overnight; stronger effect = lower value; cells stimulated with P. aeruginosa culture filtrate; actives 0.36% (n = 360,000); activity change (cytotoxicity), % at 5 µM;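 active means corrected activity change at or below -50% at 5 µM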
NR2F2 inh: blocks human COUP-TFII nuclear receptor; inhibition, % at 8.6 µM; AID 686940; P24468; actives 0.7% (n = 370,000); HEK293T NGFI-A luciferase reporter, luminescence;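 active means inhibition above a per-plate cutoff, mean inhibition of test wells between control levels plus 3 SD, cut at about 38% in these data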;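 further: cells cotransfected with COUP-TFII expression vector driving the NGFI-A reporter; 0% = median of COUP-TF2 test wells and 100% = reporter-only cells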
EBV LMP1 NFkB: reduces LMP1-driven NF-kappaB luciferase signal; LMP1-induced NF-kappaB luciferase reporter cells, luminescence; inhibition, % at 12.5 µM; actives 0.69% (n = 350,000); AID 504558; in the data active means inhibition above about 41%;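 further: 0% = neutral control wells and 100% = reference inhibitor control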
SRC1 inh: inhibits human SRC1 coactivator | Q15788 | HEK293 GAL4-SRC1 luciferase reporter, luminescence | inhibition, % at 3.6 µM | actives 0.12% (n = 360,000) | AID 588354;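 active means inhibition above the campaign mean plus 3 SD, with each screening campaign given its own cutoff, cut at about 60% in these data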;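 further: 0% = DMSO treated cells and 100% = gossypol at 36 µM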
Target sequence (Q15788 whole entry, looked up, the tested form may be a part): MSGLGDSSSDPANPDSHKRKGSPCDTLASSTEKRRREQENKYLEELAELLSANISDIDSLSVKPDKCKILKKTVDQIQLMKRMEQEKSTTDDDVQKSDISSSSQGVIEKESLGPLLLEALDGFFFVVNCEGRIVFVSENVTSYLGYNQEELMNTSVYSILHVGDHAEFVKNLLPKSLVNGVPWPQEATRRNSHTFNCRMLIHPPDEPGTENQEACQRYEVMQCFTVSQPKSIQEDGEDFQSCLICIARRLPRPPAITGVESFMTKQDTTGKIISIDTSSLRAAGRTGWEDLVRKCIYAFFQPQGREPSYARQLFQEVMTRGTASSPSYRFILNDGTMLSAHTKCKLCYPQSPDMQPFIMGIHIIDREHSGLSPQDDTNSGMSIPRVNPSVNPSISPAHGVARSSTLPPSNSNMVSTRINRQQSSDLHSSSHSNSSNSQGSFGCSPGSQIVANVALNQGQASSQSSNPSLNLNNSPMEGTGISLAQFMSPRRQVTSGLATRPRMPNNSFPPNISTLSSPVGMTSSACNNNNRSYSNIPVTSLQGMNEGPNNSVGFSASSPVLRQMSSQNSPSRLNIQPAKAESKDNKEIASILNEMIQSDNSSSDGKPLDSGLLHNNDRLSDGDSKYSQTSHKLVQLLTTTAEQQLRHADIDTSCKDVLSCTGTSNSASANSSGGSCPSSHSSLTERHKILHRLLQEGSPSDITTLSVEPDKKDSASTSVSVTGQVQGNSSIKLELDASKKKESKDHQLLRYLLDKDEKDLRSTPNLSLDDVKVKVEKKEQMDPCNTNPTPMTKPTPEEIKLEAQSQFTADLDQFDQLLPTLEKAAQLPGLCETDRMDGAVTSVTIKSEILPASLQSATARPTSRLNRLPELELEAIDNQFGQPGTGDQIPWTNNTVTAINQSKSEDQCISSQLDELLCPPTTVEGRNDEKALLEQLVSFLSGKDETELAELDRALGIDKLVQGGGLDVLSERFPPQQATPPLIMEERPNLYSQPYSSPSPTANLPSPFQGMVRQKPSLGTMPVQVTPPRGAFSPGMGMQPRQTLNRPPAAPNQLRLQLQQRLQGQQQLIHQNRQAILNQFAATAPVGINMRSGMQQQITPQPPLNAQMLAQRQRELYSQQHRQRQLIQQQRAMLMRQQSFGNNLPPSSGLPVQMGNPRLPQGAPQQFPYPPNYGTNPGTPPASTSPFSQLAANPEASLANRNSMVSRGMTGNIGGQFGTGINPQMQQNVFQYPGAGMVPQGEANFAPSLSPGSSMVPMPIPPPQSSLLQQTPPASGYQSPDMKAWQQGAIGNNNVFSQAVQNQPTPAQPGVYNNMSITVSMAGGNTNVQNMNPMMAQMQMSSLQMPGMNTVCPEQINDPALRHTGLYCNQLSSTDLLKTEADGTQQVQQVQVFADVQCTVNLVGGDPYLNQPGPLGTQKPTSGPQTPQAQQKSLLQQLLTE
C8 TRAIL sens: sensitizes caspase-8 expressing cells to TRAIL; NB7+C8 cells + TRAIL, ATPlite viability luminescence; inhibition (viability loss, TRAIL sensitization), % at 10 µM; actives 1% (n = 360,000); AID 624354;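 active means compounds causing at least 50% loss of cell viability in the single-dose screen, relative to plate controls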
LRH-1 inv ag: suppresses constitutive activity of human LRH-1; O00482; AID 602396; HEK293T StAR-luciferase reporter, LRH-1 transfected, 24 h; inhibition, % at 3.6 µM; actives 0.13% (n = 360,000);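 active means inhibition above the mean inhibition of all tested compounds plus 3 SD, cut at about 73% in these data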;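 further: 0% = DMSO wells and 100% = reporter-only cells lacking LRH-1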
SRC3 inh: inhibitors of human steroid receptor coactivator 3 (SRC3) | HEK293 GAL4-SRC3 luciferase reporter, luminescence | AID 588352 | inhibition, % at 3.6 µM | actives 0.17% (n = 360,000) | Q9Y6Q9;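 active means inhibition above a per-campaign cutoff, the mean of all compounds plus 3 SD, cut at about 60% in these data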;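 further: 0% = DMSO-treated cells and 100% = gossypol-treated cells at 36 µM; higher means less SRC3-driven luciferase light from the GAL4 reporter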
NCOA2 inhibitor: inhibits human steroid receptor coactivator 2 | Q15596 | HEK293 GAL4-SRC2 luciferase reporter, luminescence | inhibition, % at 9 µM | actives 0.17% (n = 370,000) | AID 651957;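 active means inhibition above the mean inhibition of all tested compounds plus 3 SD, set per campaign, cut at about 52% in these data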;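 further: 0% = DMSO treated cells and 100% = cells given Gossypol at 36 µM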
TWEAK Fn14 block: blocks TWEAK-Fn14 interaction in a reporter cell assay | AID 1159606 | inhibition, % at 10 µM | actives 2% (n = 360,000) | TWEAK-stimulated Fn14 reporter cells, luciferase luminescence, 8 h; in the data active means inhibition above about 50%
TROY NFkB inh: blocks TROY-dependent signaling in reporter cells; Q293 LMP1-TROYcd NF-kB luciferase reporter, 4 h; inhibition, % at 10 µM; actives 0.98% (n = 360,000);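 active means compounds whose plate-normalised and pattern-corrected inhibition of the luciferase reporter signal at the single screening dose is 50% or more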
CF NFkB inh: cystic fibrosis NF-kB activation inhibition. KKLEB NF-kB-GFP reporter, PAF-induced, GFP fluorescence overnight. inhibition, % at 5 µM. actives 0.86% (n = 360,000). AID 588850;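 active means at least 50% inhibition at 5 µM, scaled per plate between neutral and stimulator controls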;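 further: PAF is a Pseudomonas aeruginosa culture filtrate used as stimulus; plate controls were PAF-stimulated DMSO wells for no effect and unstimulated DMSO wells for full effect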
* marks the source's active call; other numbers are inactive results; x = no result given. The order is random. About 4.2% of those tested had a hit in this group.

SMILES	KKLEB tox	NR2F2 inh	EBV LMP1 NFkB	SRC1 inh	C8 TRAIL sens	LRH-1 inv ag	SRC3 inh	NCOA2 inhibitor	TWEAK Fn14 block	TROY NFkB inh	CF NFkB inh
O=C(CSc1nnc(NC(=O)C2CC2)s1)NCc1ccc(F)cc1	26	0	6	1	-4	19	17	-1	8	16	-32
CC1CCN(c2ccc(C(=O)Nc3ccc4c(c3)OCO4)cc2[N+](=O)[O-])CC1	9	3	-4	-1	12	-13	3	-10	29	6	-11
COc1ccc(-c2sc3cc(OC)ccc3c2-c2ccc(OCCN3CCOCC3)cc2)cc1	-14	5	0	-44	-1	12	-21	4	15	2	21
COc1cc(OC)c(C2=NOC(C(=O)Nc3c(C)n(C)n(-c4ccccc4)c3=O)C2)cc1Cl (stereo not drawn)	2	-12	3	-6	-8	10	7	-18	12	2	17
CSCCC(NS(=O)(=O)c1ccc(C)cc1C)C(=O)Nc1cccnc1 (stereo not drawn)	20	11	-4	2	-13	-3	7	-18	-9	19	-3
CCN(CC)C(=S)SCC(=O)Nc1ncc2c(n1)CC(C)(C)CC2=O	0	16	x	-21	4	6	8	15	-16	5	11
CC(C)(C)c1cc(CN(CCO)CCO)cc(C(C)(C)C)c1O	6	-12	-5	-7	-18	12	3	6	2	6	12
CCN(CC(=O)Nc1ccccc1OC)C(=O)c1ccc(NC(=O)c2cccs2)cc1	14	-2	2	2	-10	8	5	25	17	2	-11
C=CCSC1=Nc2cc(OC)c(OC)cc2C2=NC(=O)CN12	-48	18	10	1	2	-8	1	10	-16	-6	6
CCOC(=O)C1CCN(C(=O)CCCCn2c(=O)[nH]c3ccccc3c2=O)CC1	-10	-12	-4	-18	14	-2	11	9	10	14	10
O=C(COC(=O)c1ccc(Cl)cc1Cl)Nc1cccc(S(=O)(=O)NC2=NCCC2)c1	-8	8	9	-13	1	15	-4	-5	1	14	14
O=S(=O)(c1ccc2c(c1)OCCO2)N1CCC(n2nnc3cc(C(F)(F)F)ccc32)CC1	1	18	4	22	27	-1	-13	-8	8	9	6
Cc1cccnc1NC(=O)Cn1nc(-c2ccccc2)oc1=S	-6	-36	12	-69	25	-83	-86	-60	3	-36	2
CCOC(=O)C1=C(C)NC(C)=C(C(=O)OCC)C1C(=O)OCC(=O)NC1(C#N)CCCCC1	0	3	6	12	2	18	14	19	-25	0	-10
COc1ccc(-c2nc3c(Cl)cc(C(F)(F)F)cn3c2Cc2cccc(F)c2)cc1OC	-4	-12	x	-18	21	-27	6	-13	2	3	1
CC(C)c1ccc(S(=O)(=O)/N=C2/C=C(Sc3ncn[nH]3)C(=O)c3ccccc32)cc1	-49	x	-1	18	8	-6	46	x	92*	62*	84*
FC(F)(F)C1=CC(c2ccc(Cl)cc2)=NCCN1	1	2	4	-4	7	-10	-6	1	9	-3	-1
Cc1ccnc(NS(=O)(=O)c2ccc(NC(=O)c3cncc(Br)c3)cc2)n1	15	7	0	6	3	-21	8	-6	5	-11	4
COc1ccc(/C=C/C(=O)c2ccc[nH]2)cc1OC	-1	-50	-8	-75	13	-77	-45	-74	-3	-74	24
CCn1cc(C(=O)N(C)Cc2ccc(OC(F)F)cc2)c(=O)c2ccc(C)nc21	-3	-11	-9	2	-3	-5	-2	8	-1	8	16
CC1CCC2C(=O)N(c3ccc(NC4CCCCC4)c([N+](=O)[O-])c3)C(=O)C2C1 (stereo not drawn)	-19	5	3	5	10	-18	7	16	1	7	16
O=C(NNC(=O)c1ccc2ccccc2c1)c1cccc(Cl)c1	-3	-16	-6	-24	-3	-50	-23	-26	-7	-34	-20
CCOC(=O)c1nnn(-c2nonc2-n2cccc2)c1CN1CCOCC1	9	0	6	2	-17	-13	-11	2	6	-1	-2
c1ccc2c(C3OCC4(CCCCC4)CO3)cccc2c1	1	-29	-23	-49	11	-39	-33	-24	-30	-72	-4
COC(=O)c1ccc(COC(=O)c2ccccc2OC)cc1	4	-3	-43	1	-2	5	-13	-27	-11	-67	-26
Other records follow:
SMILES	KKLEB tox	NR2F2 inh	EBV LMP1 NFkB	SRC1 inh	C8 TRAIL sens	LRH-1 inv ag	SRC3 inh	NCOA2 inhibitor	TWEAK Fn14 block	TROY NFkB inh	CF NFkB inh
Cc1cc(C)n(-c2cc(N3CCN(C(=O)c4cccc(F)c4)CC3)ccc2[N+](=O)[O-])n1	-1	3	-8	6	-11	4	-1	10	14	7	-11
Cc1ccc(-n2ncc3ccccc3c2=O)cc1Cl	-6	-21	-17	-95	18	-72	-77	-14	0	-42	-19
CCN(CC)c1ccc(/C=N/NC(=O)CNC(=O)c2cccs2)cc1	-5	-10	-18	-8	4	11	-27	-4	-10	-19	3
N#Cc1c(-c2ccco2)cc(C2CC2)nc1SCC(=O)c1ccccc1	-45	13	-1	-5	9	-10	7	-14	17	-10	39
CCOC(=O)c1sc(NC(=O)COC(=O)Cn2cnc3ccccc32)c(C(=O)OCC)c1C	-9	0	-4	-40	6	11	21	-3	4	-2	-5
Cc1cc(NC(=O)Nc2cccc([N+](=O)[O-])c2)no1	9	6	-7	-5	0	-2	-23	-6	-7	-21	5
CC1(C)CNC(=O)c2sc(NC(=O)CN3CCOCC3)nc2C1	5	-10	1	-4	0	-4	-28	5	-7	-3	3
Cc1cc(C(=O)NNC(=S)NCc2ccccc2)no1	23	11	-3	-14	-2	10	-2	-1	2	3	-11
Cc1ccccc1-c1nnc(CS(=O)(=O)c2ccccc2)o1	7	-39	-10	-115	16	-148	-91	-20	38	15	-10
O=C(COC(=O)c1ccccn1)Nc1nc(-c2ccccc2)cs1	-8	-22	-16	-82	-5	-34	-39	-117	7	-13	4
CCn1c(CNC(=O)Cc2ccc(OC)cc2)nnc1SCCOc1ccccc1	10	25	-2	4	-11	21	-3	10	15	14	-6
CC1CCCC(NC(=O)C2CCN(S(=O)(=O)N3CCCCC3)CC2)C1C (stereo not drawn)	10	11	-6	-8	-7	10	-1	20	5	7	-11
COc1cc2nc(NC(=O)c3ccccc3)[nH]c(=O)c2cc1OC	6	8	2	-11	16	5	1	4	-9	4	-22
O=[N+]([O-])c1ccc(N2CCN(c3ccccc3O)CC2)c(Cl)c1	8	-7	10	5	14	-33	0	-32	-52	-37	-20
CCC(C(=O)NCc1ccco1)N(C(=O)CNS(=O)(=O)c1ccc(C)cc1)c1ccccc1F (stereo not drawn)	3	-15	5	13	-8	-10	-3	-18	-3	-5	-4
Cc1ccc(S(=O)(=O)N2CCN(CC(=O)Nc3ccccc3Cl)CC2)cc1	11	-6	9	-4	2	-17	4	-33	-8	2	-4
S=C(NCc1ccc2c(c1)OCO2)NCc1ccco1	6	0	2	-22	1	-19	-51	3	0	-9	-5
CN1CCN(C(=O)c2cc3c(c(-c4cccc(-c5cc6ccccc6o5)c4)n2)[C@@H](CCO)N(S(=O)C(C)(C)C)C3)CC1 (stereo partly drawn)	1	-4	x	6	-19	-16	11	24	-27	-65	-5
Cc1cc(C(=O)CN2C(=O)NC3(CCCc4ccccc43)C2=O)c(C)n1Cc1ccccc1 (stereo not drawn)	-16	1	-4	-6	-12	0	-14	-5	21	15	-2
C[C@@H]1CC2=C(C(=O)OC(C)(C)O2)[C@H](c2ccc(F)cc2)O1	x	-2	x	x	15	-16	x	10	0	-8	x
CCN1CCN(C(=O)c2ccc(Cl)c(S(=O)(=O)N3CCOCC3)c2)CC1	18	-23	-8	-2	-4	12	-4	5	19	2	-5
CCCN=C1N(CC)C[C@@H]2[C@@H]3C(=O)N(C)C(=O)[C@@H]3[C@](Cc3ccccc3)(C(=O)OC)N12	-9	-13	-5	-3	2	-12	-17	13	5	-8	-1
Cc1ncc(C(=O)Nc2ccccc2)[nH]1	-10	-49	-20	-80	18	-72	-88	-48	-6	-21	18
CC(=O)Nc1cc(NC(C)=O)cc(C(=O)NC(C)(C)C)c1	2	-2	-36	-15	4	0	-4	-14	6	2	-10
Cc1ccc(C(=O)CSC2=C(C#N)C(c3ccco3)C3=C(CCCC3=O)N2)cc1 (stereo not drawn)	-28	-9	10	-10	7	-10	5	-15	22	-9	32
The list continues:
SMILES	KKLEB tox	NR2F2 inh	EBV LMP1 NFkB	SRC1 inh	C8 TRAIL sens	LRH-1 inv ag	SRC3 inh	NCOA2 inhibitor	TWEAK Fn14 block	TROY NFkB inh	CF NFkB inh
COc1cc(/C=N/NC(=O)c2ccc(O)cc2)ccc1OCC(=O)N1CC(C)OC(C)C1 (stereo not drawn)	5	-6	1	4	-2	-52	-6	17	-6	4	-9
CCOC(=O)CSc1nnc(CCc2nc3ccccc3[nH]2)n1C	-1	-1	-2	0	-8	26	-13	-25	-5	8	0
CC(=O)c1ccc(-n2c(CCC(=O)O)ccc2-c2ccccc2)cc1	-9	-4	-13	1	14	-13	-5	3	76*	58*	13
COc1ccccc1N1CCN(C(=O)Cc2cccs2)CC1	-8	-12	-9	3	6	1	17	-17	14	3	2
CC(=O)c1cccc(NC(=S)N2CCN(c3ccccn3)CC2)c1	-12	-16	1	-2	-4	1	3	-52	4	1	21
COc1ccc(OC)c(CCNC(=O)CCn2ccc3cc(S(=O)(=O)N4CCCC4)ccc32)c1	-3	0	3	14	27	15	19	-43	-11	-2	-7
CCn1c(SCC(=O)c2ccc(NS(=O)(=O)c3ccccc3)cc2)nnc1-c1cccs1	9	7	1	11	-15	-5	0	18	27	12	-3
Cn1c(Oc2ccccc2NCc2cccc(Br)c2)cc(=O)n(C)c1=O	-9	-13	-15	-11	-11	-11	-5	5	12	1	20
C=CCN(c1ccccc1)S(=O)(=O)c1cccc(C(=O)NCc2ccncc2)c1	0	14	5	9	-9	-8	-4	-29	-2	13	5
COc1ccc2[nH]c(=O)c(CN(CC3CCCO3)C(=O)Nc3ccccc3OC)cc2c1 (stereo not drawn)	-7	13	-3	-3	3	7	3	12	-11	15	2
Cc1cccc(NC(=S)N(CCN2CCOCC2)Cc2cc3cc4c(cc3[nH]c2=O)OCO4)c1	18	8	-3	8	-5	13	13	8	-1	-5	-23
O=C(Nc1ccccc1)C(O)C(O)C(=O)Nc1ccccc1 (stereo not drawn)	5	-1	-7	-25	-2	15	18	-4	-18	-10	-22
C[C@@H]1CCCCO[C@H](CN(C)C(=O)Nc2ccc(F)cc2)[C@@H](C)CN([C@H](C)CO)C(=O)c2cc(N(C)C)ccc2O1	7	-7	-1	6	5	2	-1	-3	-12	2	-8
CC(C)c1cc(C(=O)N2CCCC(C(=O)c3ccc4ccccc4c3)C2)on1 (stereo not drawn)	-3	5	-4	14	0	-18	11	-12	0	7	1
COCCC(=O)N1CCC(Oc2ccc(C(=O)N3C[C@@H](C)O[C@@H](C)C3)cc2)CC1	10	-21	-1	5	2	10	-24	-37	-13	0	-6
CCOC(=O)CNc1ccc(OC(F)(F)F)cc1	-5	-8	-5	16	-9	15	-4	2	-3	-15	22
COc1cc(C)c(NC(=O)Cc2ccsc2)cc1OC	-8	-20	4	-58	6	6	3	-1	18	9	19

Screens as filed in PubChem.
